# Screens (PubChem BioAssay)
# HIF activator – HIF pathway transcriptional activation. U2OS HRE-luciferase reporter, luminescence; normalized: DMSO 0%, desferrioxamine 100%. activation, % at 7.5 µM (by protocol). 300,000 compounds, 0.32% hits. AID 1910;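 active means mean activation of at least 10% of the iron chelator positive control signal, with at least half of replicates also reaching 10%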
# SKKanGAS inh – blocks kanamycin growth of S. pyogenes SKKanGAS strain | BacTiter-Glo, 6 h | inhibition, % at 7.5 µM | 300,000 compounds, 1.3% hits | AID 1662;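 active means mean replicate score, as percent of positive control median, at least 50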;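 further: strain carries kanamycin resistance gene driven by streptokinase promoter and grows in 40 µg/ml kanamycin; loss of luminescence reflects streptokinase promoter inhibition or plain growth inhibition; 0% = median of DMSO wells and 100% = positive control at its reference dose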
# HSP90 inh – inhibitors of HSP90 luciferase refolding in rabbit reticulocyte lysate. luciferase refolding luminescence, 3 h. inhibition, % at 5.6 µM. 290,000 compounds, 0.91% hits. AID 1789;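 active means inhibition above the screen-wide mean plus 3 SD, computed separately per campaign, cut at about 16% in these data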;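 further: 0% = DMSO wells and 100% = 60 µM geldanamycin wells; inhibitors lower the luminescence because luciferase stays unfolded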
# KLF5 inhibitor – suppresses KLF5 promoter-driven expression. DLD-1 KLF5 promoter-luciferase reporter, luminescence. AID 1700. 290,000 compounds, 0.23% hits. inhibition, % at 5 µM;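 active means inhibition above a per-plate limit of that plate's mean compound inhibition plus 3 SD, cut at about 60% in these data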;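 further: 0% = DMSO wells and 100% = LY294002 at 200 µM; higher means less KLF5 promoter-driven luciferase light; inactives centre near -14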
# Platelet DG rel – modulates dense granule release in human platelets | human platelet-rich plasma, SFLLRN dense granule ATP release, luminescence | inhibition, %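 (compounds screened at 7.5 µM in platelet-rich plasma)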 | 300,000 compounds, 0.22% hits | AID 1663;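 active means mean replicate score, as percent of positive control, at or above 50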
# AI-2 QS modul – Vibrio harveyi AI-2 quorum sensing modulation | activity change, % at 7.5 µM | AID 2094 | Vibrio harveyi JMH597 AI-2 luminescence/OD600 ratio, 9 h; stronger effect = lower value; strain lacks LuxN and CqsS sensors; 0 = neutral-control median | 300,000 compounds, 0.4% hits; in the data active means activity change below about -75%, passing the limit was not always enough;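 further: luminescence divided by OD600 gain over 9 h not by final OD600 alone; inactives centre near 13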
# HSF1 activator – increases HSF-1 driven luciferase reporter signal. NIH3T3-HGL HSF-1 luciferase reporter, MG132, 8 h; 100% = twice DMSO control signal. 300,000 compounds, 1.7% hits. activation, % at 9 µM;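 active means mean replicate activation of at least 50% with a set share of replicates each reaching 50%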;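 further: 0% = median of the neutral control wells and 100% = twice that signal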
# HSF1 inhib – HSF1 inhibition; NIH3T3-HGL HSE-luciferase, MG132-induced, luminescence 8 h; stronger effect = lower value; activity change, negative = inhibition, % at 7.5 µM (by protocol); 300,000 compounds, 0.77% hits;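 active means more than half of replicate wells show activity change below -50%, luminescence cut by over half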;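 further: luciferase reports HSF-1 transcriptional activity via heat shock element; 0% = median of DMSO wells and -100% = zero luminescence signal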
# IEC-6 cytotox – IEC-6 cytotoxicity, counter-screen for KLF5 inhibitors | luminescence viability | inhibition, % at 5 µM | 290,000 compounds, 0.78% hits | AID 1825; in the data active means inhibition above about 22%;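 further: 0% = plate median of test compound wells and 100% = cytotoxic reference compound wells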
# aSyn UTR inh – MLPCN primary screen, SNCA 5' untranslated region; alpha-synuclein 5'UTR reporter, inhibitor activity; inhibition, % (tested at 7.5 µM); 300,000 compounds, 0.82% hits; in the data active means inhibition above about 60%;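 further: H4 neuroglioblastoma cells stably carrying SNCA 5'UTR luciferase fusion; 0% = DMSO wells and 100% = positive control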
# Numbers without * were called inactive; nt = not tested or not shown. An unsorted share of the library. Share with any hit: about 6%.
SMILES,HIF activator,SKKanGAS inh,HSP90 inh,KLF5 inhibitor,Platelet DG rel,AI-2 QS modul,HSF1 activator,HSF1 inhib,IEC-6 cytotox,aSyn UTR inh
Cc1ccnc(NC(=O)c2ccc3[nH]c(=O)c(=O)[nH]c3c2)c1,1.1,-1.4,-4.2,-4.1,-1.9,24.6,0.4,0.7,-4.0,1.8
COc1ccc(S(=O)(=O)N2CCC(C(N)=O)(N3CCCCC3)CC2)cc1,-0.4,-5.2,-1.3,-9.4,9.4,-9.6,-8.4,4.4,1.8,-12.4
COc1ccc(C(CCN)Cc2ccccc2)cc1 (configuration not stated),0.2,-12.2,0.2,-1.8,-4.5,20.3,17.6,-0.3,-3.3,-7.1
CCN1CCN(C(=O)/C=C/c2ccc(C(C)C)cc2)CC1,0.0,-6.5,nt,nt,4.5,4.5,8.4,0.7,nt,-18.5
CC1(C)CC(=O)C2=C(C1)NC(=O)CC2c1cc(F)ccc1F (configuration not stated),-0.3,0.3,-3.5,-25.6,24.9,14.4,4.6,1.2,-4.7,-13.2
Cc1ccc(S(=O)(=O)N2CCC(C(=O)OCC(=O)N(CC(C)C)C3CCS(=O)(=O)C3)CC2)cc1C (configuration not stated),0.0,3.7,-4.3,-27.0,-7.6,12.9,-5.8,-4.5,-0.2,5.3
CC(=O)Nc1cccc(NC(=O)CSc2nc3ccccc3o2)c1,-0.3,-14.7,-2.8,-3.8,-3.0,25.3,17.0,1.1,2.3,-12.6
N=C1C2=C3Sc4ccccc4N3CCCC2=NN1c1cccc(S(=O)(=O)O)c1,1.1,4.2,0.3,-16.4,1.3,33.3,-4.0,-1.2,-4.7,-9.6
COC(=O)c1c(NC(=O)c2ccccc2C(=O)O)sc2c1CCC2,-0.1,3.4,1.6,-22.1,-1.1,11.4,-5.0,0.5,-12.7,1.0
COc1ccc(S(=O)(=O)Nc2cc(C)ccn2)cc1,0.5,-4.6,0.4,5.0,2.0,10.5,4.9,1.0,-5.5,-6.6
Cc1cc(F)ccc1S(=O)(=O)Nc1ncnc2sc3c(c12)CCC3,-0.3,0.7,-5.7,-22.0,-2.5,18.5,-7.9,-0.4,-3.8,-5.7
CC1CCCCC1NC(=O)CSc1nc2ccccc2[nH]1 (configuration not stated),-1.8,-0.1,-5.1,-4.8,0.0,3.4,13.4,2.0,-3.9,-0.9
NC(=O)c1c(NC(=O)c2ccc([N+](=O)[O-])o2)sc2c1CCCC2,3.5,10.2,2.2,23.9,-1.7,27.1,116.5*,63.9,100.5*,95.3*
CCn1c(O)c(N=NC(=O)c2cccnc2)c2cc(Br)ccc21,-0.5,-4.2,-1.0,-5.9,27.8,13.5,-17.9,-4.9,6.5,-0.9
COc1ccc(Cc2c(N)nc(N)nc2N)cc1,-0.2,-0.7,-1.2,6.5,30.1,2.1,1.7,-7.1,-0.5,-8.9
Cc1ccc(C)c(S(=O)(=O)N2CCCC2CNC(=O)C(=O)NCCc2ccco2)c1 (configuration not stated),3.2,-0.9,nt,nt,0.1,3.8,2.4,-4.3,nt,7.8
O=P(O)(O)c1ccccc1OCCOCCOCCOCCOc1ccccc1P(=O)(O)O,0.7,-2.5,0.1,-91.9,-10.7,4.9,23.4,15.4,-5.8,-129.9
Cc1oc2cc3oc(=O)c(CCC(=O)NCc4ccccn4)c(C)c3cc2c1C,0.3,-5.2,0.7,-30.2,-1.6,6.3,5.0,-3.7,4.0,3.9
Cc1cccc(Cc2c(C)nc3nc(SCC(=O)O)nn3c2C)c1,-14.9,1.1,-4.5,-22.2,4.0,-7.0,4.2,0.0,-0.8,7.0
Cc1nnsc1C(=O)N1CCCC(C(=O)c2ccc(C(F)(F)F)cc2)C1 (configuration not stated),0.0,1.1,1.1,-46.8,-1.8,16.4,-16.6,-3.6,2.2,12.7
COc1ccc(-c2nn3c(C4CCCCC4)nnc3s2)cc1OC,-0.7,-4.1,-1.7,10.4,18.6,14.5,-14.5,-10.2,0.7,52.0
CC(C)(C)c1cc(C(=O)NCc2cc(F)cc3c2OCOC3)n(Cc2ccccc2)n1,4.7,4.4,-1.4,-5.6,4.7,20.9,56.2*,41.7,-8.6,-109.1
COc1ccc(Cl)cc1NS(=O)(=O)c1cc(Cl)ccc1OC,-0.5,2.4,2.1,-22.4,0.7,16.8,-5.3,-4.3,-3.6,9.8
Cc1ccc(-n2nc3c(c2NC(=O)c2ccc4c(c2)OCO4)CS(=O)(=O)C3)c(C)c1,-0.2,-3.7,0.0,4.7,-13.1,19.0,-5.1,-5.2,-0.3,-11.0
CCC1Oc2ccc(C)cc2N(CC(=O)NCCCN2CCCCC2CC)C1=O (configuration not stated),0.2,-0.8,2.0,-1.7,4.2,7.7,-14.2,-4.0,1.2,4.1
Oc1c(CN2CCOCC2)cc(-c2ccccc2)cc1CN1CCOCC1,0.1,-8.2,-3.6,-10.8,1.2,19.0,8.8,6.8,-3.3,4.3
CCOc1ccc(C(=O)Nc2ccc3c(c2)OCCO3)cc1[N+](=O)[O-],0.8,0.1,-1.7,-33.2,-6.2,5.1,14.1,-5.1,1.9,-10.7
COc1ccc(N(C(=O)CS(=O)CC(=O)Nc2ccc(F)cc2)C(C(=O)NC2CCCCC2)c2cccs2)cc1 (configuration not stated),-0.3,-6.9,4.2,-22.9,-2.8,15.9,3.6,1.5,3.9,16.5
CC(=O)c1cccc(NC(=S)N2CCN(S(=O)(=O)c3ccc(F)cc3)CC2)c1,0.1,3.3,-3.1,-29.1,8.4,21.4,-0.7,6.8,1.8,-9.9
COc1ccc(S(=O)(=O)NCc2cn3c(C)csc3n2)cc1F,0.0,-2.1,-1.5,-12.2,-0.4,17.9,12.3,-0.3,1.4,0.9
COc1ccccc1CNS(=O)(=O)c1ccc2c(c1)N(C(C)=O)CC(C)S2 (configuration not stated),0.0,-0.2,1.0,4.5,4.5,11.3,5.5,-3.1,0.2,-10.3
CCCn1c(N2CCN(CC(=O)NCc3cccs3)CC2)nc2ccccc21,-0.2,-4.1,0.1,-7.9,5.4,19.3,-75.7,-71.8*,-0.4,-0.2
CCOC(=O)C1=C(C)C/C(=N\NC(=O)c2ccccc2O)CC1,0.0,10.5,-0.5,-36.9,6.4,15.9,45.8,20.5,-0.6,-79.0
CC12CCC(=O)N1C(C(=O)Nc1ccc(F)cc1)CS2 (configuration not stated),0.6,3.3,-2.3,-11.1,5.8,27.0,2.2,-1.2,-9.8,4.9
CC(C)[C@H](NC(N)=O)C(=O)Nc1ccc(F)c(Cl)c1,0.2,1.3,5.3,-17.9,5.2,-2.2,-9.0,-3.6,2.4,18.4
COc1ccccc1NC(=O)C(C)NS(=O)(=O)c1ccc(F)cc1 (configuration not stated),-0.2,-0.4,3.6,6.6,-3.9,24.3,11.1,-3.4,4.0,-6.2
Cc1cccn(Cc2c(F)cccc2Cl)c1=O,0.3,-0.6,0.0,7.4,-20.0,14.6,-9.1,-4.8,0.5,18.2
NC(=O)[C@@H]1CC2(CC(c3cccc(NC(=O)COc4ccc(Cl)cc4)c3)=NO2)CN1C(=O)c1ccccc1 (some centres not stated),1.2,17.8,nt,nt,-2.0,-7.1,1.7,5.6,nt,4.0
CC(OC(=O)CN1C(=O)c2ccccc2C1=O)C(=O)NC1CCCCC1 (configuration not stated),0.1,8.8,-1.9,-1.7,-2.5,25.6,5.1,2.9,-2.3,17.1
O=C(NCc1ccc(Cl)cc1Cl)c1ccc2nc[nH]c2c1,0.4,6.3,-3.6,-35.0,-7.0,16.7,10.9,-3.2,0.4,7.8
O=C(NC1CC1)c1ccc2c(c1)C1C3CCC(C3)C1C(c1ccccc1)N2 (configuration not stated),-0.2,5.8,-4.7,-30.4,2.3,32.1,20.7,8.3,-2.3,22.6
CCOc1ccc(/C(CCC(=O)O)=N/NC(=S)NCCc2ccccc2)cc1,0.2,33.1,2.0,0.1,-0.5,36.3,7.1,-6.7,8.2,1.7
CN(C(=O)CCN1C(=O)C2C3C=CC(C3)C2C1=O)c1ccccc1 (configuration not stated),-0.5,-8.7,2.7,-15.0,-1.3,8.4,15.8,5.5,-0.3,25.9
O=C(c1ccco1)N1CCCC(c2nc3c(nnn3Cc3ccc(F)cc3)c(=O)[nH]2)C1 (configuration not stated),-22.9,3.5,-1.7,-12.6,-10.9,39.2,20.6,1.7,4.3,12.9
O=C(CSc1n[nH]c(=O)[nH]c1=O)Nc1ccc(C(=O)O)cc1,-0.6,0.3,-1.5,-3.8,7.5,3.0,-12.0,-1.4,-0.7,-12.5
CCN(CC)c1nc2c3c(nc4c(c3c1C#N)CC(=O)N4c1ccc(Cl)cc1)NC(C)=N2,-1.2,36.0,5.5,-18.2,18.9,25.1,7.6,-2.8,-7.5,-25.3
COc1ccc(C)cc1Nc1nc(-c2ccccc2O)nc2ccccc12,0.6,15.7,6.6,-17.3,6.2,10.5,5.1,-3.6,-2.5,21.3
CN(C)/C=C1\C(=O)Oc2ccccc2C1=O,-0.2,5.8,nt,nt,24.4,45.7,-4.6,-0.3,nt,35.0
COCCNc1ccc([N+](=O)[O-])cc1C(=O)Nc1cccc(C)n1,-0.4,1.2,0.1,-19.3,-3.1,32.3,6.5,2.1,6.7,2.4
Cc1cc2cc3c(cc2nc1SCC(=O)Nc1ccccc1)CCC3,-0.1,1.7,-6.8,-55.2,-2.8,9.5,-16.3,-2.3,-2.4,1.0
C=CCNC(=O)c1c(N)n(-c2ccc3c(c2)OCO3)c2nc3ccccc3nc12,-0.1,2.3,2.6,22.1,2.7,10.8,-7.4,-9.5,9.6,7.0
COc1ccc(NC(=O)c2cc3c(COC(C)=O)cnc(C)c3oc2=Nc2cccc(C(=O)O)c2)c(OC)c1,0.1,9.0,1.1,0.4,0.9,13.9,9.5,0.8,-2.4,-35.3
Cc1ccc2nc3ccc(N4CCN(C)CC4)nn3c(=O)c2c1,1.9,13.0,-2.4,-110.7,-50.6,-2.4,14.8,7.7,-0.9,-136.9
Cc1cccc(C)c1OCC(=O)NNC(=O)c1ccoc1C,-0.6,-7.2,-2.0,-21.3,2.4,20.6,-5.2,-3.8,-0.3,-11.6
CC1=CC(=O)OC1Cc1ccncc1 (configuration not stated),0.1,9.6,2.6,1.7,-3.1,5.1,10.8,-2.8,-6.8,0.1
CCCOc1ccc(Cl)cc1CNc1ccccc1,0.0,5.3,-1.2,-29.0,-4.8,-1.1,29.8,3.7,-7.6,7.2
